KDM5B inhibitor: KDM5B demethylase inhibition | KDM5B demethylase, FDH-coupled NADH fluorescence (FDH is formaldehyde dehydrogenase) | Potency, µM (series often up to 57.7 µM), without a hit: at the highest dose activity change, negative = inhibition, hits mostly inhibitors | 220,000 compounds, 2.6% hits; active = well fitted inhibition curve with a large enough effect; inconclusive = small, poorly fitted or top-dose-only effect; inactive = no such curve, though single readings can be large or run the other way; note: 0% is about no effect; nearly all actives have a fitted effect of over 70% in size
Target sequence (Q9UGL1 whole entry, looked up): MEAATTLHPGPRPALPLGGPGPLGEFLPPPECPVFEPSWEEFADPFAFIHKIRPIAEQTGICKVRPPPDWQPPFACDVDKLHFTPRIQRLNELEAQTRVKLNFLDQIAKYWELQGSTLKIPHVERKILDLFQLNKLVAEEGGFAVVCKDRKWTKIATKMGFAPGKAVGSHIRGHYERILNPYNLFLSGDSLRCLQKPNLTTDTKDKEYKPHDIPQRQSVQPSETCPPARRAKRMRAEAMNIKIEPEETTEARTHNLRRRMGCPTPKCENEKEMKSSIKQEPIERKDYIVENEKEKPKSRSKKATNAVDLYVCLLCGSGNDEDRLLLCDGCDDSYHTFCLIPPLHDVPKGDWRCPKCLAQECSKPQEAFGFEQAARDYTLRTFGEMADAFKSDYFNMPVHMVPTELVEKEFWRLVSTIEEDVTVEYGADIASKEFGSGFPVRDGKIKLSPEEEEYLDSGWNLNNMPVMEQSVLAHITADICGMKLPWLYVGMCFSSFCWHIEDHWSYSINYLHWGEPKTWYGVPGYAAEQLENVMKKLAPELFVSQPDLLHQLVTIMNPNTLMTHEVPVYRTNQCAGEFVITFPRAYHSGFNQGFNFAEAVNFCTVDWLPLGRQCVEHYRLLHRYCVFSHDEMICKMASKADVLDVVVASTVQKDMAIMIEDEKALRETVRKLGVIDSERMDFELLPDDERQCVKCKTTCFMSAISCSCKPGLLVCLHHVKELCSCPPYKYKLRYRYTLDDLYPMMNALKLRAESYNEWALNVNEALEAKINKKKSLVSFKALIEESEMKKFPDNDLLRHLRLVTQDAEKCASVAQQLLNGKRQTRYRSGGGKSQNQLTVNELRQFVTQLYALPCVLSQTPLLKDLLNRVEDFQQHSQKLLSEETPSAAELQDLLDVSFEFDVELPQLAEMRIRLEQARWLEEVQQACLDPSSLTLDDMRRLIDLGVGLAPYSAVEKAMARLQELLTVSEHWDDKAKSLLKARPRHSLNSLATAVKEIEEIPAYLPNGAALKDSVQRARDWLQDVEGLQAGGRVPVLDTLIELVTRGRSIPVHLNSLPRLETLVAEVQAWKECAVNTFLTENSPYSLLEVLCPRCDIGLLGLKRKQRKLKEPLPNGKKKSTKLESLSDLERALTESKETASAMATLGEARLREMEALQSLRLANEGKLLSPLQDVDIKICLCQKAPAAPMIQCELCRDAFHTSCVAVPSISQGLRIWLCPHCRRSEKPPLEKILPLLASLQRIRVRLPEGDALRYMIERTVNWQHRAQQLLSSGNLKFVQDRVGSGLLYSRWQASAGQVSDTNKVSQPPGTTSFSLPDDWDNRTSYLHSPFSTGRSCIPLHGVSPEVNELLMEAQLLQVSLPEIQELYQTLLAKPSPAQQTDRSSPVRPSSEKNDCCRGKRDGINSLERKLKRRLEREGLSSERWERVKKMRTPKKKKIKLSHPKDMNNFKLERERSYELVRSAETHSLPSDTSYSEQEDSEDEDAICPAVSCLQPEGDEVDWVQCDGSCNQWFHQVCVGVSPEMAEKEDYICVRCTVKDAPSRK
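Here, H3K4me3 peptide (12.5 µM in substrate mix) is demethylated by KDM5BΔAP, 200 nM final, after 10 min compound exposure. Formaldehyde product is coupled through FDH (0.25 U/mL in mix) to NADH fluorescence; 30-min ΔRFU feeds dose-response curves.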
* marks the source's active call; other numbers are inactive results; i = inactive; u = inconclusive; & = joins results of further samples; [ ] = another dose, or the depositor's remark. Potency is the fitted concentration of half-maximal effect.

KDM5B inhibitor	SMILES
u	S=c1[nH]nc(-c2cc(-c3ccccc3)n[nH]2)n1/N=C/c1ccc(Br)s1
-7%	COc1ccc(C(=O)NC2CCN(c3cc(-c4ccc(Cl)cc4)[nH]n3)CC2)c(C)c1
9%[86.2 µM]	Cc1nc2c(c(-c3ccc(O)cc3)n1)CN(C(=O)C1CC1)CCC2
15%	CCOC(=O)C1CCN(c2nc3ccccc3nc2C(C#N)C(=O)NCCOC)CC1 (stereo unspecified)
15%	COc1cc2c(cc1OC)C(CNS(=O)(=O)c1ccc(C)cc1)N(C(=O)NC(C)(C)C)CC2 (stereo unspecified)
-21%	NC(=O)c1cnc2n1CCN(C(=O)c1cccc(Oc3ncccn3)c1)C2
-8%	Cc1sc2c(c1C)c(=O)n(Cc1ccccc1)c(=O)n2CC(=O)N(C)c1ccccc1
-27%	CC(=O)Nc1ccc(S(=O)(=O)NCCc2cn3ccsc3n2)cc1
u	CCc1ccc(NCc2cc(=O)n3[nH]c(-c4ccccc4)nc3n2)cc1
13%	Cc1noc(-c2ccc(OC3CN(S(=O)(=O)c4c(C)noc4C)C3)cc2)n1
-23%	CC1CCN(CC(=O)c2c[nH]c3ccccc23)CC1
5%&5%	COc1ccc(-n2nc(C3CCN(C(=O)Cc4ccc(F)cc4)CC3)[nH]c2=O)cc1
-6%	CN1CC2(CCN(Cc3ccccc3C#N)CC2)CC(c2ccccc2)C1=O (stereo unspecified)
16%	COc1cccc(-c2ccc(-c3noc(-c4ccccc4Br)n3)c(OC)n2)c1
28µM*	CCn1cc(S(=O)(=O)NCC2Cn3cccc3CN2Cc2ccccc2)cn1 (stereo unspecified)
u	COc1ccc(-c2onc(C)c2C(=O)NCCC(c2ccccc2)c2ccccc2)cc1
-1%	CN(CCc1ccccn1)C(=O)CC1CCCN(c2cnn(CC3CC3)c(=O)c2)C1 (stereo unspecified)
25%	COc1cc(C#N)cc(OC)c1OC
-1%	COc1ccc(C)cc1NC(=O)c1ccc2c(c1)CCN2S(=O)(=O)c1ccc(Cl)cc1
-15%	CCN(C(=O)C1CCC(CNS(=O)(=O)c2cccc3nsnc23)CC1)c1ccccc1 (stereo unspecified)

KDM5B inhibitor	SMILES
3%	CCOC(=O)c1c(Oc2ccc(C(=O)OC)cc2)nnc(-c2ccccc2)c1-c1ccccc1
-9%	Cc1ccc(S(=O)(=O)c2cn(CC(=O)Nc3ccc(C)c(Cl)c3)c3ccc(C)cc3c2=O)cc1
5%	COCCOC(=O)c1nccnc1C(=O)Nc1ccc(S(=O)(=O)N2CCOCC2)cc1
12%	O=C(COc1ccc2ccccc2c1)Nc1cnc2ccccc2c1
12%	CCOCCCNC(=O)N1CC(Oc2ccc(-c3nc(-c4ccccc4)no3)cc2)C1
-7%	CN1C(=O)Cc2cc(S(=O)(=O)NCCc3ccc(Cl)cc3)ccc21
u	COc1ccccc1Nc1ncnc2c1cnn2-c1cccc(Cl)c1
1%	CCOC(=O)c1oc2cc(OCc3cccc(OC)c3)ccc2c(=O)c1-c1ccc(OC)c(OC)c1
1%	O=C(CCS(=O)(=O)c1cc2c(cc1Cl)NC(=O)CO2)NCc1ccccc1Cl
-27%	CN1CCN(C(C(=O)O)c2c[nH]c3cc(NC(=O)CCC(=O)O)ccc23)CC1 (stereo unspecified)
9%	CCC(C)C(=O)NCCc1ccsc1 (stereo unspecified)
u	Cn1c2[n+](c3ccc(Cl)cc3c1=O)Cc1ccccc1-2
14%	CC(C)CN(C(=O)CN1CCN(c2cccc(Cl)c2)CC1)c1c(N)n(CC(C)C)c(=O)[nH]c1=O
-8%	c1cc2c3c(cccc3c1)/C(=N/OCC1CO1)C2 (stereo unspecified)
-18%	Cc1ccc(N(Cc2cc3ccccc3[nH]c2=O)S(C)(=O)=O)cc1
79µM*	Cc1ccc(S(=O)(=O)c2nnn3c2nc(N2CCOCC2)c2ccccc23)cc1C
34%[activator]	CCOC(=O)C1CCN(S(=O)(=O)c2ccc(Cl)cc2)CC1
6%	CCn1c(N2CCN(Cc3c(F)cccc3Cl)CC2)nc2c1c(=O)[nH]c(=O)n2C
3%	Cc1ccccc1C(=O)NC1CCCC(C(F)(F)F)C1 (stereo unspecified)
u	Cc1cc(C)cc(NC(=O)CCc2c(C)nc3c4cccnc4nn3c2C)c1

KDM5B inhibitor	SMILES
2%	CN(Cc1ccno1)Cc1cn(C)nc1-c1ccc(C2CCCCC2)cc1
u	COc1cc(CN(C(=O)COc2ccc(C)c(C)c2)c2ccccn2)cc(OC)c1OC
15%	COc1cccc(CN2CCCC(Cc3ncc(C)n3Cc3ccccc3)C2)c1OC (stereo unspecified)
-5%	CCCn1c2ccccc2c2nnc(SCC3CC3(Cl)Cl)nc21 (stereo unspecified)
20%	Cc1ccc(OCC(=O)NC(=S)Nc2ccc(Br)cn2)cc1
9%	CCOc1ccc2nc(Nc3ncc4c(n3)CC(C)(C)CC4=O)nc(C)c2c1
u	Cc1cc(-c2nc3ncccc3o2)ccc1NC(=O)c1ccccc1Br
6%	CN(C)c1ccc(C(=O)N2CCC3(CC2)N=C(c2ccc(Br)cc2)NO3)cc1
20%	CCc1ccc(C(=O)N2CC(c3nnc(-c4ccc(C)cc4)o3)C3(CCOCC3)C2)cc1 (stereo unspecified)
-14%	Cc1ccccc1Cn1c(CN2CCN(c3cc(Cl)ccc3C)CC2)nc2c1c(=O)[nH]c(=O)n2C
18%	COc1ccc(CCN(Cc2cc3ccc(C)cc3[nH]c2=O)C(C)=O)cc1OC
32µM*	O=C(Nc1ccc2c(c1)CCC2)c1cc2n(n1)CC(c1ccc(Cl)cc1)OC2 (stereo unspecified)
-10%	COc1ccc(C)cc1NC(=O)N1CCCn2nc(C)cc21
-7%	O=C(c1nn2c(C(F)(F)F)cc(-c3ccco3)nc2c1Br)N1CCCCCC1
9%	COCc1noc(CCNC(=O)c2cc(S(N)(=O)=O)ccc2F)n1
-1%	CCC1c2nccn2CCCN1C(=O)c1ccc2c(c1)OCO2 (stereo unspecified)
15%	COCCN1C(=O)CCC2(CNC(=O)COc3ccc(F)cc3)CCCC=C12 (stereo unspecified)
-25%	O=C([C@@H]1C[C@H](F)CN1S(=O)(=O)Cc1ccccc1F)N1CCc2ccccc2C1
44%[activator]	O=C(NC1CC(c2cc(=O)[nH]cn2)C1)c1ncc(F)cc1F (stereo unspecified)
12%	Cc1ccc(CNc2nc3c(c(=O)[nH]c(=O)n3C)n2CCCc2ccccc2)cc1

KDM5B inhibitor	SMILES
u	Cc1ccccc1CNC(=O)c1ccc(NC(=O)c2nsc3ccccc23)cc1
25%	Cc1ccc(C)c(C(=O)N2CCN(C(=O)c3nnn4c3COC(c3ccccc3)C4)CC2)c1 (stereo unspecified)
-21%	Cc1ccc(NC(=O)c2c(C)oc3ncn(CC(C)C)c(=O)c23)nc1
13%	COc1ccc(-n2c(=O)c3ccccc3n(CC(=O)Nc3cccc(OC)c3)c2=O)cc1
-8%	CN(Cc1cnn(-c2ccc(F)cc2)c1)C(=O)c1cn(Cc2cccc3ccccc23)nn1
-24%	c1cnc2c(CSc3nnc(-c4c[nH]c5ccccc45)o3)cccc2c1
6%	COc1ccc(C(=O)N2CCCCC2CCN2CCOCC2)cc1 (stereo unspecified)
12%&2%	Cc1cccc(CCNC(=O)C2CCC(CNS(=O)(=O)c3ccccc3)CC2)c1 (stereo unspecified)
10%	CC1CCc2nn(CC(=O)Nc3cccc(C(F)(F)F)c3)c(=O)cc2C1 (stereo unspecified)
-40%	CCCOC(=O)c1ccc(Nc2nc3ccccc3nc2NS(=O)(=O)c2cccc(C)c2)cc1
u	Nc1nc2c(s1)C(c1ccc(Br)cc1)CC(=O)N2 (stereo unspecified)
-20%	Cc1ccc(C)c(-c2cc3c(=O)n(CCNC(=O)c4c(F)cccc4Cl)ccn3n2)c1
13%	COc1cccc(CNC(=O)c2c(C)noc2-c2cccc(F)c2)c1
-29%	COCCCNC(=O)CSc1nc2c(sc3ccccc32)c(=O)n1CCCC(=O)NCCOC
13%	CCCC(=O)Nc1c(S(=O)(=O)c2ccccc2)c(C)c(C)n1Cc1ccccc1
17%	CN(Cc1ccc(C(=O)NCC(F)(F)F)cc1)C(=O)Cc1cccc(C(F)(F)F)c1
22%	CN1CC(c2ccccc2)CC2(CCN(C(=O)CCc3cccnc3)CC2)C1 (stereo unspecified)
-11%	CC(O)CNc1nc2c(c(=O)n(C)c(=O)n2C)n1Cc1ccc(Cl)c(Cl)c1 (stereo unspecified)
-1%	N#Cc1ccc(S(=O)(=O)NCCc2ccc(-n3cccn3)cc2)cc1
-29%[86.2 µM]	COc1ccc(CN2CCOc3nc(-c4cccc(C#N)c4)ncc3C2=O)cc1

KDM5B inhibitor	SMILES
-12%	N#Cc1ccccc1NC(=O)COC(=O)c1ccc2c(c1)NC(=O)CS2
-30%[86.2 µM]	Cn1ccc(NC(=O)[C@@H]2C[C@@H](c3ccc(F)cc3)N(Cc3ccccc3)C2)n1
-3%	COc1ccccc1CNC(=O)c1ccccc1C(=O)c1cccs1
u	Cc1cc(C)c(S(=O)(=O)N2CCN(c3ccc(N4CCCCCC4)nn3)CC2)c(C)c1
-11%	Fc1ccccc1-n1ncc2c1ncn1nc(-c3ccccc3Cl)nc21
3%	COc1ccc(CCNC(=O)c2c(OC)cc(=O)n3c2CCCC3)cc1OC
-15%	Cc1ccc(CNc2ncnc3c2nc2n3CCCC2)cc1
u	Cc1ccc(-c2cc(C(=O)NCc3cccnc3)c3c(c2)ncn3C)cn1
-8%	CCOC(=O)c1c(C)oc2cc(Sc3ccccc3)c(O)c(O)c12
-2%	COCCN1CC(CO)C2(CCN(C(=O)COc3ccccc3)CC2)C1 (stereo unspecified)
-26%	Cc1ccc(CN2C[C@@H]3C(=O)N(Cc4ccc5c(c4)OCO5)C(=O)[C@@H]3C2)c(C)c1
-2%	CCN(c1ccccc1)S(=O)(=O)c1cccc(C(=O)Nc2ccc3oc(C)nc3c2)c1
-3%	O=C(COC(=O)C12CC3CC(CC(Cl)(C3)C1)C2)Nc1ccc(Cl)cc1[N+](=O)[O-]
-6%	Cc1cc(=O)n2nc(N(C)CC(=O)NCc3ccccc3C)sc2n1
-11%	COc1ccc(S(=O)(=O)N2CCCCC2)cc1NC(=O)c1cnc(C)cn1
-16%	Cc1cccc(NC(=O)N2CCC(OC3CCN(S(C)(=O)=O)CC3)CC2)c1C
12%	CCCN(CCC)c1ccc(NS(=O)(=O)c2ccc(C3CCCCC3)cc2)cc1C(=O)O
-23%	COc1cccc2cc(-c3nc(-c4ccc(C)cc4)c(C)s3)c(=O)oc12
-31%	CC(C)Cc1cc(C(=O)NCC2CCN(c3cnn(C)c(=O)c3)C2)no1 (stereo unspecified)
5%[86.2 µM]	CN1C(=O)[C@@H]2C[C@@H](CN2C(=O)Nc2ccccc2)Oc2ccccc21

KDM5B inhibitor	SMILES
-2%	CC(C)Cn1c(=O)c2ccccc2n2c(CCC(=O)Nc3ccc(F)c(F)c3)nnc12
u	COc1ccc(-c2cn3c(n2)sc2cc(C(=O)NCCCN4CCCCCC4)ccc23)cc1
3%	COc1ccc(CN2CCCC3(CNc4ccccc4[S+](=O)([O-])N3)C2)cc1 (stereo unspecified)
-21%	O=c1n(CC2CC2)nc2n1CCN(S(=O)(=O)c1cccs1)C2
-13%	Cc1cccc(Cn2cc(S(=O)(=O)c3cccc(Cl)c3)c(=O)c3cc(F)c(N4CCOCC4)cc32)c1
10%	CCOC(=O)C(NC(=O)c1ccccc1)c1c(C)nn(-c2cccc(C(F)(F)F)c2)c1C (stereo unspecified)
11%[86.2 µM]	CS(=O)(=O)NC[C@H]1OC[C@@H](NCc2cccnc2)[C@@H]1O
u	CCN1Cc2nnn(Cc3ccccc3)c2-c2cc(N3CCCC3)ccc2S1(=O)=O
i	COCCCNc1oc(-c2ccc(S(=O)(=O)N3CCCC3)cc2)nc1C#N

Structural class: those above with an NH in an aromatic ring (14)
KDM5B inhibitor	SMILES
u	S=c1[nH]nc(-c2cc(-c3ccccc3)n[nH]2)n1/N=C/c1ccc(Br)s1
-7%	COc1ccc(C(=O)NC2CCN(c3cc(-c4ccc(Cl)cc4)[nH]n3)CC2)c(C)c1
u	CCc1ccc(NCc2cc(=O)n3[nH]c(-c4ccccc4)nc3n2)cc1
-23%	CC1CCN(CC(=O)c2c[nH]c3ccccc23)CC1
5%&5%	COc1ccc(-n2nc(C3CCN(C(=O)Cc4ccc(F)cc4)CC3)[nH]c2=O)cc1
-27%	CN1CCN(C(C(=O)O)c2c[nH]c3cc(NC(=O)CCC(=O)O)ccc23)CC1 (stereo unspecified)
14%	CC(C)CN(C(=O)CN1CCN(c2cccc(Cl)c2)CC1)c1c(N)n(CC(C)C)c(=O)[nH]c1=O
-18%	Cc1ccc(N(Cc2cc3ccccc3[nH]c2=O)S(C)(=O)=O)cc1
6%	CCn1c(N2CCN(Cc3c(F)cccc3Cl)CC2)nc2c1c(=O)[nH]c(=O)n2C
-14%	Cc1ccccc1Cn1c(CN2CCN(c3cc(Cl)ccc3C)CC2)nc2c1c(=O)[nH]c(=O)n2C
18%	COc1ccc(CCN(Cc2cc3ccc(C)cc3[nH]c2=O)C(C)=O)cc1OC
44%[activator]	O=C(NC1CC(c2cc(=O)[nH]cn2)C1)c1ncc(F)cc1F (stereo unspecified)
12%	Cc1ccc(CNc2nc3c(c(=O)[nH]c(=O)n3C)n2CCCc2ccccc2)cc1
-24%	c1cnc2c(CSc3nnc(-c4c[nH]c5ccccc45)o3)cccc2c1

3 compounds out of the list, ordered by molar mass, smallest number first:
KDM5B inhibitor	SMILES
11%[86.2 µM]	CS(=O)(=O)NC[C@H]1OC[C@@H](NCc2cccnc2)[C@@H]1O
i	COCCCNc1oc(-c2ccc(S(=O)(=O)N3CCCC3)cc2)nc1C#N
-2%	CC(C)Cn1c(=O)c2ccccc2n2c(CCC(=O)Nc3ccc(F)c(F)c3)nnc12

Bioassay records from PubChem.

An excerpt; count on the stated rates, not on these rows.
